Bioassay records from PubChem.
proCasp3 act: procaspase-3 (human) activation; P42574; recombinant procaspase-3 D3A, Ac-DEVD-pNA absorbance 405 nm; activation, % at 8.5 µM; 330,000 tested, 0.11% active; AID 463141;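 active = activation above the mean of all tested compounds plus 3 SD, cut at about 21% in these data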;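 note: 0% = DMSO alone and 100% = DMSO wells spiked with extra 5 µM PC-3 D3A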
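System: Procaspase-3 D3A mutant. Medium: Zinc-free 300 mM NaCl, 50 mM HEPES, 0.01% Triton X-100. Schedule: 1 h preincubation plus 2 h reaction at 25 °C. Measured by: 405 nm absorbance of p-nitroaniline, reads at 0 and 120 min. Read-out: percent activation relative to control range.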
PP5 inh: PP5 (human) phosphatase inhibition | purified PP5c, OMFP substrate fluorescence | AID 1987 | 320,000 tested, 0.18% active | inhibition, % at 6.7 µM;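 active = inhibition above the campaign's mean inhibition across all tested compounds plus 3 SD, cut at about 9.5% in these data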;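 note: 0% = DMSO only and 100% = 100 µM cantharidin control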
HCV core dimer: blocks dimerization of HCV core protein. TR-FRET GST/Flag-core106 dimerization, 1536-well. inhibition, % at 5 µM. 300,000 tested, 0.33% active;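 active = inhibition above the mean of all tested compounds plus 3 SD, set per screening campaign, cut at about 45% in these data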
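System: GST-tagged and Flag-tagged HCV core protein residues 1-106 / Input: core106 proteins, GST 13.5 nM and Flag 17 nM / Buffer or medium: KF-containing HEPES buffer, pH 7.45, DTT, CHAPS, BSA / Probe or stimulus: Eu-anti-GST and XL665-anti-Flag labelled anti-tag antibodies / Schedule: 4 h, 22.5 °C incubation / Technique: TR-FRET 671 and 617 nm emission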
GASC-1 inh: blocks human GASC-1 demethylase activity. Q9H3R0. GST-JMJD2C(1-420) H3K9me3 demethylation, DELFIA europium. inhibition, % at 2.35 µM. 330,000 tested, 0.069% active;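 active = more than half of a compound's replicate wells show inhibition beyond 50%, single wells judged on their own value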;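 note: signal counts dimethyl H3K9 product captured on neutravidin plate; 0% = median of DMSO wells and 100% = 0.3 times that DMSO median; strong numbers were not always called active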
Target sequence (Q9H3R0 1-420 limits assumed): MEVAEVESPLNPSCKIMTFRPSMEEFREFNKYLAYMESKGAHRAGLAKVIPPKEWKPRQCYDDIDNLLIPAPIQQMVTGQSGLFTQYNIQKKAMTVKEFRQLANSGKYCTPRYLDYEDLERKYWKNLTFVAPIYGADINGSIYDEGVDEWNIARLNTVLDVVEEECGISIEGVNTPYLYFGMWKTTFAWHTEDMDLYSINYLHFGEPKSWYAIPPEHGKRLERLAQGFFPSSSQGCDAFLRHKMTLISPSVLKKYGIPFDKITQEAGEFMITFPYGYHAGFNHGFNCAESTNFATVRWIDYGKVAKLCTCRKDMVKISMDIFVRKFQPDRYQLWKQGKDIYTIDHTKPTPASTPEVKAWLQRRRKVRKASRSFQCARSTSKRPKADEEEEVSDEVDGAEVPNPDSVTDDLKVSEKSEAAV
TPT1 inhibitor: blocks Candida albicans tRNA 2'-phosphotransferase. 300,000 tested, 0.81% active. AID 1962. inhibition, % at 5 µM. recombinant caTPT1, FP RNA substrate dephosphorylation;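 active = inhibition above the mean of all tested compounds plus 3 SD, set per screening campaign, cut at about 24% in these data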;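 note: plate controls were DMSO alone for no effect and ferristatin control at 100 nM for full effect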
Efflux pump inh: blocks antifungal efflux pumps in multiplex yeast assay; S. cerevisiae Candida pump triplex, Nile Red efflux; 330,000 tested, 0.44% active; inhibition, % at 10 µM;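 active = plate passing quality check with inhibition over a set limit, or well fluorescence over plate mean plus 4 SD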;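 note: Nile Red retained in pooled yeast measured as flow cytometry median fluorescence; 0% = buffer negative control and 100% = Enniatin B positive control; higher means more Nile Red kept so more efflux inhibition; some compounds called inactive have numbers as strong as hits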
PP1 counter: PP1-alpha (human) inhibition in PP5 counter-screen | 320,000 tested, 0.9% active | AID 2235 | inhibition, % at 6.7 µM | purified PP1alpha, OMFP fluorescence | P62136;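 active = inhibition above the mean inhibition of all tested compounds plus 3 SD, computed separately for each screening campaign, cut at about 15% in these data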
Target sequence (P62136 whole entry, looked up): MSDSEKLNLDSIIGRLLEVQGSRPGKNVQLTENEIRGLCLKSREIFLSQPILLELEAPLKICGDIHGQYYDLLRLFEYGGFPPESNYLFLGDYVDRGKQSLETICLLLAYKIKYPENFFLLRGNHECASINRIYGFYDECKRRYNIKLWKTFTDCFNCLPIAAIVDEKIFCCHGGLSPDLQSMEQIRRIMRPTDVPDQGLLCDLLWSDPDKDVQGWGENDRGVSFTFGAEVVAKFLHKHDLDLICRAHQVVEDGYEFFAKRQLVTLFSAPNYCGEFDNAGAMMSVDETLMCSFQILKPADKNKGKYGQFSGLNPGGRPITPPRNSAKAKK
CTSL1 counter: blocks F. hepatica cathepsin L1 in PFM18AAP counter-screen | 300,000 tested, 0.49% active | inhibition, % at 5.96 µM | recombinant F. hepatica cathepsin L1, Z-Leu-Arg-MCA fluorescence | AID 1906;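 active = inhibition above the mean of all tested compounds plus 3 SD, set per screening campaign, cut at about 17% in these data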;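 note: 0% = plate median of test compound wells and 100% = 1 µM Z-Phe-Ala-diazomethylketone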
proCasp7 act: counter-screen: procaspase-7 (human) activation; P55210; 330,000 tested, 0.093% active; recombinant procaspase-7, Ac-DEVD-pNA absorbance 405 nm; D23A/D198A/D206A triple mutant, cannot self-cleave; scale: DMSO 0, 5 µM enzyme 100; activation, % at 8.5 µM; AID 463210;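 active = percent activation above the screen-wide mean plus 3 SD, cut at about 25% in these data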
Target sequence (P55210 whole entry D23A/D198A/D206A): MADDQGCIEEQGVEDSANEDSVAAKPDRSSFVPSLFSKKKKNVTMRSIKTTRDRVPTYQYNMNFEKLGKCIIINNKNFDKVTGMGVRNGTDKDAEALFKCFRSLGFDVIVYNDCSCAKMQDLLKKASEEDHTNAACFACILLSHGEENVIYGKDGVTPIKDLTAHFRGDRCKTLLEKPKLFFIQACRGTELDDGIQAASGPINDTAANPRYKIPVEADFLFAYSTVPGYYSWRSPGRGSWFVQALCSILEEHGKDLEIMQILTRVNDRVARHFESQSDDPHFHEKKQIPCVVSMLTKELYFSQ
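signal = Epi-absorbance of released pNA at 405 nm, two timepoints | assay system = Uncleavable procaspase-7 mutant enzyme | reagent = Ac-DEVD-pNA substrate, 400 µM as added | times = 1 h enzyme–compound preincubation and 2 h substrate reaction, both 25 °C | benchmarks = low DMSO alone, high DMSO plus 5 µM PC-7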
The depositor's hits bear a star; . = no result given; & = joins results of further samples.

SMILES	proCasp3 act	PP5 inh	HCV core dimer	GASC-1 inh	TPT1 inhibitor	Efflux pump inh	PP1 counter	CTSL1 counter	proCasp7 act
COc1ccc(OC)c(NC(=O)c2cc(-c3ccc(C)cc3O)n[nH]2)c1	-2.0	3.0	1.9	-0.5	12.3	0.1	11.7	-3.5	-12.1
C=C(C)COc1ccc(-c2nc(N)nc(C)c2-c2ccc(OC)cc2)c(O)c1	3.5	5.0	4.8	3.8	-0.5	-0.3	3.5	8.7	6.9
COC(=O)NC1CSCC1OC(=O)CCN1C(=O)c2ccccc2C1=O (stereo not given)	-6.3	-0.1	-7.1	4.5	0.0	0.0	-2.8	-3.2	-0.3
CC(C)CNC(=O)c1ccc(C2SCC(=O)N2Cc2ccccc2)cc1 (stereo not given)	2.5	4.8	4.7	-16.1	-1.2	0.1	-0.6	1.3	-3.0
O=C(Cc1cccs1)N1CCCC(c2nc3c(nnn3Cc3cccc(Cl)c3)c(=O)[nH]2)C1 (stereo not given)	-1.8	1.4	21.6	11.2&1.1	-0.4	1.1	0.8	6.7	10.7
COc1ccc(Cc2nnc(SCc3nc4ccccc4c(=O)[nH]3)n2C)cc1	2.2	-0.9	0.1	10.8	-2.3	-0.1	-2.8	1.0	-9.5
CCOC(=O)c1cc2c(=O)n3ccccc3nc2n(C)c1=NC(=O)c1c(-c2c(F)cccc2Cl)noc1C	-1.5	-0.1	1.7	-3.0	2.9	0.2	1.8	-1.2	3.4
CC(C)CN(C(=O)c1cccc(S(=O)(=O)N2CCCCC2)c1)C1CCS(=O)(=O)C1 (stereo not given)	3.6	1.8	1.5	24.7	-0.8	0.5	1.9	-0.7	4.7
O=C(C1CCCO1)N1N=C(c2ccc(Br)cc2)CC1c1ccco1 (stereo not given)	-18.8	2.3	-2.2	4.0	1.9	0.7	1.8	-0.5	-18.4
CC(C)c1ccc(OCCCCN2CCCCC2)cc1	1.0	1.1	-1.9	-0.7	3.4	0.0	-4.4	-2.2	0.8
CCC(C)c1ccccc1NC(=O)COC(=O)c1ccc(C)c(NC(=O)c2ccco2)c1 (stereo not given)	1.8	2.0	-1.8	-6.4	-4.1	-0.1	-1.3	-1.5	12.2
Nc1ccccc1S(=O)(=O)C(F)F	-7.1	-0.3	3.7	-8.3	-4.4	0.0	-4.0	2.8	8.2
COC(=O)c1ccc(CSc2nc(C(F)F)cc(C)c2C#N)o1	0.9	2.2	4.8	3.2	0.2	0.0	-3.8	-0.1	2.4
O=C(Cn1c(C(F)(F)F)nc2ccccc21)c1ccc(Cl)cc1	3.6	0.1	-6.2	5.8	0.2	-0.1	1.8	5.3	-1.6
CCOC(=O)c1c(C)[nH]c(C)c1C(=O)CSc1nc2ccccc2c(=O)n1-c1ccc(F)cc1	-11.8	3.5	9.8	21.3	2.9	-0.1	1.8	-0.2	-2.4
Cc1cc(OCC(=O)NCc2cccnc2)c2c(C)c(C)c(=O)oc2c1	-0.2	-2.4	-0.1	69.4	1.2	-0.1	-0.8	0.4	0.8
Nc1cc(C(F)(F)F)ccc1N1CCOCC1	1.0	1.1	-2.0	3.2	-0.6	0.0	2.5	0.3	8.6
CCCCCC[N+](C)(C)CCSSCC[N+](C)(C)CCCCCC	-9.7	-1.1	0.4	-17.5	-4.4	0.1	-5.9	-4.1	-0.7
CC(C)(C)c1ccc(CN(Cc2ccco2)Cc2nnnn2C2CCCC2)cc1	2.8	3.5	2.7	6.8	2.9	0.1	2.5	2.5	-0.7
CC(C)=CCc1c(O)ccc(C2COc3c(CC=C(C)C)c(O)cc(O)c3C2=O)c1O (stereo not given)	-0.5	2.8	3.4	169.8	-2.8	-0.5	-9.6	2.4	-7.9

Complete entries from above. Screens in order: proCasp3 act, PP5 inh, HCV core dimer, GASC-1 inh, TPT1 inhibitor, Efflux pump inh, PP1 counter, CTSL1 counter, proCasp7 act
Record of CCC(C)c1ccccc1NC(=O)COC(=O)c1ccc(C)c(NC(=O)c2ccco2)c1 (stereo not given) : 1.8, 2.0, -1.8, -6.4, -4.1, -0.1, -1.3, -1.5, 12.2
Record of CC(C)(C)c1ccc(CN(Cc2ccco2)Cc2nnnn2C2CCCC2)cc1 : 2.8, 3.5, 2.7, 6.8, 2.9, 0.1, 2.5, 2.5, -0.7

The listing continues:
SMILES	proCasp3 act	PP5 inh	HCV core dimer	GASC-1 inh	TPT1 inhibitor	Efflux pump inh	PP1 counter	CTSL1 counter	proCasp7 act
CCC(=O)c1ccc(OCC(O)CN(CCc2ccccc2)Cc2ccccc2)cc1 (stereo not given)	-0.7	5.2	-3.4	4.4	1.8	0.2	5.4	2.1	2.3
c1coc(-c2ccnc3nc(-n4cccc4)nn23)c1	5.1	-1.5	56.5*	-23.9	-0.7	0.0	4.4	8.1	-5.2
Cc1ncsc1CCOC(=O)c1ccc([N+](=O)[O-])cc1	-9.3	3.2	-13.8	0.5	-3.9	0.1	0.8	-1.6	2.5
CC(NC(=O)Nc1ccc(F)cc1)c1ccc2c(c1)OCO2 (stereo not given)	7.0	1.6	-1.3	8.9	-0.8	1.3	-2.2	-5.2	1.1
CCc1ccc(N=C2NC(=O)/C(=C/c3cc(Br)c(OCC(=O)O)c(OC)c3)S2)cc1	-0.8	0.2	7.9	25.0	-1.1	-0.3	30.3*	5.9	-3.5
COc1cc2nc(SCC(N)=O)n(CCC3=CCCCC3)c(=O)c2cc1OC	-0.6	-0.1	-3.0	5.2	2.0	0.1	-1.3	-1.8	5.2
CCc1noc(C)c1C(=O)NCCc1ccc(OC)c(OC)c1	3.3	-1.5	0.8	6.0	-0.4	0.1	-6.6	0.4	1.2
CCOC(=O)C1C(=O)NCC1c1ccccc1 (stereo not given)	2.1	-0.6	7.8	.	-0.9	0.0	-2.7	-1.8	5.9
Cc1nn(C)c(C)c1S(=O)(=O)N1CCCC(C(=O)NCCc2ccc(Cl)cc2)C1 (stereo not given)	5.8	0.1	-0.6	4.5	0.8	0.3	-1.5	2.1	5.5
CCCCCN=CC1=C(O)CC(c2ccccc2)CC1=O (stereo not given)	-7.0	0.8	-1.4	6.6	-2.6	0.1	-3.4	-2.8	3.6

Next section; it opens with the 4 that closed the last part.
SMILES	proCasp3 act	PP5 inh	HCV core dimer	GASC-1 inh	TPT1 inhibitor	Efflux pump inh	PP1 counter	CTSL1 counter	proCasp7 act
CCc1noc(C)c1C(=O)NCCc1ccc(OC)c(OC)c1	3.3	-1.5	0.8	6.0	-0.4	0.1	-6.6	0.4	1.2
CCOC(=O)C1C(=O)NCC1c1ccccc1 (stereo not given)	2.1	-0.6	7.8	.	-0.9	0.0	-2.7	-1.8	5.9
Cc1nn(C)c(C)c1S(=O)(=O)N1CCCC(C(=O)NCCc2ccc(Cl)cc2)C1 (stereo not given)	5.8	0.1	-0.6	4.5	0.8	0.3	-1.5	2.1	5.5
CCCCCN=CC1=C(O)CC(c2ccccc2)CC1=O (stereo not given)	-7.0	0.8	-1.4	6.6	-2.6	0.1	-3.4	-2.8	3.6
CCCOc1ccc(Oc2cc(C)nc(SC)n2)nn1	7.0	-2.4	-2.1	-1.6	2.2	0.1	-4.9	-0.3	3.5
Cc1c(O)ccc(C(=O)COc2ccccc2F)c1O	-8.9	0.3	-4.3	3.9	-3.3	-0.2	-3.1	5.7	0.5
O=C(COC(=O)/C=C/c1cccc(Cl)c1)Nc1ccc2[nH]c(=O)[nH]c2c1	7.3	1.1	0.3	87.3	0.4	-0.1	1.4	-3.1	0.5
COc1ccc(OCc2nnc(SCC(N)=O)n2-c2ccccc2OC)cc1	8.0	0.9	-0.2	5.0	0.1	-0.2	-2.7	-0.6	2.9
Cc1ccc(N2CC(NS(=O)(=O)c3cc(F)ccc3F)CC2=O)cc1C (stereo not given)	0.4	0.0	2.3	-16.9	1.7	0.0	-6.5	2.0	0.2
CCOC(=O)C1=NNC(C(=O)c2ccc(OC)cc2)C1c1ccccc1 (stereo not given)	8.2	1.9	12.0	-7.4	-1.0	0.0	0.8	-1.7	2.1
COc1ccccc1C(=O)C1CCCN(C(=O)c2ccc(C(C)=O)s2)C1 (stereo not given)	1.2	-0.5	-1.0	0.2	-0.4	0.0	1.7	0.4	10.5
Cc1ccc(Cl)c(NC(=O)COC(=O)c2nn(-c3ccccc3)cc2O)c1Cl	-7.4	.	.	1.0	.	0.4	.	.	-3.5
O=C(OCc1ccccc1Cl)c1cccnc1Cl	-5.6	1.5	3.0	-3.1	0.2	0.2	-1.2	0.4	-2.1
Cc1cccc(N(C)c2cc(C)nc3ncnn23)c1	5.2	4.3	-6.3	4.1	0.2	0.4	-3.7	2.8	-4.2
C[C@H](NC(=O)N1CCn2c1nc1ccccc12)C(=O)NCC1CCCO1 (stereo not given in full)	7.8	0.4	-2.0	-11.4	-4.7	-0.1	-2.3	2.3	1.5
CCOC(=O)C1=C(COC(=O)COc2ccc(Br)cc2)NC(=O)NC1C (stereo not given)	2.4	-1.5	-3.0	12.2	0.7	0.1	-5.3	-5.5	-7.4
Cc1c(Br)c([N+](=O)[O-])nn1CC(=O)NCCc1ccc(Cl)cc1	4.0	1.0	-3.5	11.5	-5.8	-0.1	2.7	5.4	-1.3
CCOC(=O)CN1CC23C=CC(O2)C(C(=O)Nc2ccc(F)cc2)C3C1=O (stereo not given)	-10.0	-1.4	6.6	9.4	-0.6	0.6	-3.2	-0.2	2.2
COc1cc(OC)c(C(=O)N/N=C/c2ccoc2)cc1OC	1.7	-4.5	-16.9	8.1	1.1	-0.1	-3.5	-6.5	0.5
CCc1nnc(NC(=O)C2CCN(C(=O)c3ccco3)CC2)s1	5.9	0.0	-6.8	-12.3	1.3	0.0	-0.3	-3.3	2.8
COc1ccccc1C(=O)C1CCCN(C(=O)CCC(=O)c2ccccc2)C1 (stereo not given)	0.3	-1.3	2.3	4.8	2.6	0.4	0.3	-6.6	-1.8
CCNC(=S)N1CCC(c2nc3ccccc3s2)CC1	0.3	-1.0	-3.7	-4.0	-1.8	-0.2	-2.4	-4.3	1.9
O=C(/C=C/Nc1ccc(F)c(F)c1)c1ccc(Br)cc1	-5.6	-0.7	-18.1	28.0	4.0	-0.1	0.8	-2.9	-21.0
CCOC(=O)/C(C(N)=NCc1ccco1)=C(/O)c1ccccc1	1.0	2.8	-0.7	1.7	0.3	0.1	2.7	-2.6	3.3
Cc1ccc(C(=O)Nc2nc(=O)n(C)s2)cc1	-0.1	1.7	0.6	-5.4	1.3	-0.1	0.8	0.1	0.9
CCOC(=O)c1c(C)[nH]c(C(=O)N2CCN(C(=O)OCC)CC2)c1C	-4.4	1.7	-2.8	3.2	0.6	0.1	-5.4	-3.1	-2.6
Cc1cccn2c(CNCC(C)Oc3cccnc3)c(C(=O)N3CCOCC3)nc12 (stereo not given)	10.2	-0.4	1.2	0.4	-0.4	0.0	-1.6	-1.7	10.1
